tolC growth inh: blocks growth of E. coli BW25113 tolC mutant; OD615; growth inhibition, % at 10 µM (by protocol); actives 2.2% (n = 65,000); AID 573;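 active = growth inhibition at or above a cutoff equal to the mean over every tested compound plus 3 SD, cut at about 60% in these data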;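 note: growth measured after 20 h incubation at 37 °C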
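Test system – E. coli BW25113 ΔtolC::kan, tolC deletion mutant strain · Detection – OD at 615 nm · Buffer or medium – LB with kanamycin 50 µg/mL · Times – 20 h compound exposure of bacteria at 37 °C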
RORA act: activates the human nuclear receptor RORA; P35398; CHO-K1 Gal4-RORA LBD luciferase reporter, luminescence; percent increase over mock-subtracted basal signal; activation, % at 10 µM; actives 1.5% (n = 65,000); AID 560;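 active = activation above the mean of all tested compounds plus 3 SD, cut at about 49% in these data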;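 note: 0% = DMSO-treated RORA cells and 100% = added signal equal to DMSO minus mock-transfected cells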
HTR1E antagonist: blocks the human 5-HT1E serotonin receptor. P28566. AID 571. actives 0.99% (n = 65,000). CHO 5-HT1E Ga15 NFAT-bla reporter, FRET, antagonist. inhibition, % at 6 µM;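 active = inhibition above a set limit, the mean inhibition across every tested compound plus 3 SD, cut at about 29% in these data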;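 note: signal is the 460 over 535 nm emission ratio of beta-lactamase substrate; 0% = agonist plus DMSO wells and 100% = wells without agonist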
S1P1 ag-PAM: activates or potentiates agonism at human S1P1 receptor | actives 0.57% (n = 56,000) | activation, % at 9.5 µM | S1P1 CRE-bla cells, forskolin, beta-lactamase FRET, potentiator mode; S1P1 agonist co-added at EC20, 2 nM; 100% = saturating reference agonist, 0% = basal | P21453;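 active = activation above a cutoff set at the mean activation of all tested compounds plus 3 SD, cut at about 54% in these data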;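 note: forskolin at 4 µM as EC80 and the EC20 agonist is SEW2871; 100% = SEW2871 at its EC100 plus forskolin at EC80; some compounds past the cut are filed as inactive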
Target sequence (P21453 whole entry, looked up): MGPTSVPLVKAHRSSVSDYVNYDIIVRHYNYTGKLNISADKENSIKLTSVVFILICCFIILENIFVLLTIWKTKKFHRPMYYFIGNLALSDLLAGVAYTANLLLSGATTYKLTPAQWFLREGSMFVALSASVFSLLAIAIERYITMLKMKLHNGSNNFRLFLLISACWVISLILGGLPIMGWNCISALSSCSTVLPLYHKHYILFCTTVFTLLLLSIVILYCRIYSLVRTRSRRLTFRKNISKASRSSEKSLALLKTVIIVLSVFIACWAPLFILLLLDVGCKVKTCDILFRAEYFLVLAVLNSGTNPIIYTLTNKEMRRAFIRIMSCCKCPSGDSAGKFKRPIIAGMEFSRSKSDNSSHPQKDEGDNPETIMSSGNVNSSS
5HT1E ag: activates the human 5-HT1E serotonin receptor | activation, % at 6 µM | actives 0.69% (n = 65,000) | CHO 5-HT1E Ga15 NFAT-bla reporter, FRET; 0% DMSO wells, 100% control agonist wells | P28566;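 active = activation above a set limit, the screen-wide mean activation plus 3 SD, cut at about 8.5% in these data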;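 note: 100% = positive control agonist at 1 µM giving full maximal response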
AP complement: orthogonal test for alternative complement pathway inhibitors; Human serum alternative complement pathway, LPS-coated ELISA, C3 deposition; tested in compound mixtures; inhibition, % at 5 µM; actives 0.08% (n = 62,000);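 active = inhibition above 30% in each of the two pooled mixtures holding the compound, so the lower value exceeds 30%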;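 note: 0% = serum in Mg-EGTA without compound and 100% = EDTA serum blank; some compounds past the cut are filed as inactive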
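Assay system: human serum alternative complement pathway, C3 deposition on LPS-coated wells; Dosing: 5 µM per compound in ten-compound mixtures; Detection: Anti-C3 ELISA, OD 450 nm; Buffer or medium: Mg2+-EGTA GVB++ buffer containing human serum at 1:15 dilution; Timing: 1 h at 37 °C; Replication: two different pools per compound.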
5-HT1A blocker: 5-HT1a (human) receptor antagonism | P08908 | CHO 5-HT1a Ga15 NFAT-bla reporter, antagonist mode | inhibition, % at 10 µM | actives 0.68% (n = 62,000);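 active = inhibition above the mean of all tested compounds plus 3 SD, cut at about 43% in these data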;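 note: receptor stimulated by 5-CT agonist at 100 nM near EC80; beta-lactamase reporter measured by ratiometric fluorescence of a cleavable substrate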
Target sequence (P08908 whole entry, looked up): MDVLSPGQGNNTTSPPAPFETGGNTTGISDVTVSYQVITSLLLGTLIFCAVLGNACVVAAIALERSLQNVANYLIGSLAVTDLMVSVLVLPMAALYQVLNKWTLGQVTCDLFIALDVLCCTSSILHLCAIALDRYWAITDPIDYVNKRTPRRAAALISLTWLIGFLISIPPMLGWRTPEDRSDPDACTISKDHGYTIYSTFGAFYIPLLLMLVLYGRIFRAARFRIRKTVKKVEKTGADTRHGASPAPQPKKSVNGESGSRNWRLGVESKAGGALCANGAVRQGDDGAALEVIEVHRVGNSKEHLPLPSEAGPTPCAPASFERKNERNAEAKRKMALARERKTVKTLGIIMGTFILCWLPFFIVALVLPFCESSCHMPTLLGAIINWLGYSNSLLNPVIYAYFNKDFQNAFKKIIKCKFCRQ
SF1 activator: SF-1 (human) activation. Q13285. CHO-K1 Gal4-SF-1 LBD luciferase reporter; % increase over DMSO SF-1-specific signal. activation, % at 10 µM. actives 1.9% (n = 65,000);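 active = activation above the mean activation of all tested compounds plus 3 SD, cut at about 50% in these data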
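System: CHO-K1 cells with Gal4–hSF-1 LBD chimera plus Gal4-driven luciferase; quantity: 4,000 CHO-K1 cells per well; compound: one dose, 10 µM compound, 1% DMSO; times: 20 h compound treatment, 37 °C; measured by: SteadyLite luciferase luminescence; read-out: percent activation versus DMSO; benchmarks: DMSO and mock-transfected background; replicates: one test per compound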
S1P3 ag: agonists of human S1P3 receptor; activation, % at 4.5 µM; actives 0.1% (n = 60,000); AID 373; S1P3 NFAT-BLA reporter cells, agonism, FRET ratio; relative to 1 µM S1P, basal subtracted;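 active = activation above the screen-wide mean plus 3 SD, cut at about 4.5% in these data, passing the limit was not always enough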; note: some compounds called inactive have numbers as strong as hits
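Material: Human S1P3 NFAT-BLA reporter CHO cells | Incubation: Overnight plating, 4 h compound 37 °C, 2 h substrate RT | Signal: FRET β-lactamase substrate fluorescence, excitation 405 nm, 460/535 nm emission ratio, background-subtracted | Compound: 4.5 µM final, single dose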
* marks the source's active call; other numbers are inactive results; · = not tested or not shown.

#	structure	tolC growth inh	RORA act	HTR1E antagonist	S1P1 ag-PAM	5HT1E ag	AP complement	5-HT1A blocker	SF1 activator	S1P3 ag
1	CN(C)C(=O)N1CCC(C(=O)NCc2cccs2)CC1	-13	-4	-10	5	-0.2	-5	-3	6	-0.2
2	COc1ccc(C(=O)Cn2c(Br)nc3c2c(=O)n(C)c(=O)n3C)cc1	4	24	4	·	-0.7	2	2	7	·
3	COc1ccc(S(=O)(=O)N2CCN(C3CCN(Cc4ccccc4)CC3)CC2)cc1	-8	-15	-2	-2	-0.6	12	-10	10	-1.9
4	CSCCOC(=O)C1=C(C)NC(=O)CC1c1ccccc1Cl (centres undefined)	62*	-5	8	-2	0.2	13	-18	-9	-1.0
5	O=C(COc1cccc(C(F)(F)F)c1)NCCCN1CCCC1=O	-6	-17	7	-12	0.1	14	3	0	-0.6
6	CC(C(=O)O)N1C(=O)CSc2ncccc21 (centres undefined)	-23	-29	-5	1	0.5	13	-8	1	-0.4
7	CN(C(=O)COc1ccccc1)c1nnc(-c2ccncc2)s1	-10	-14	5	5	-0.8	22	-7	-7	-0.4
8	CCOC(=O)c1cccc(NC(=O)C2CCCN(S(=O)(=O)c3c(C)n[nH]c3C)C2)c1 (centres undefined)	2	-6	3	0	-1.1	-6	13	-4	-0.1
9	COc1ccc(N2CCN(c3ncnc4nc[nH]c34)CC2)cc1	-16	5	-6	-7	0.0	20	3	20	0.2
10	CCCc1cc(C(=O)Nc2ccccc2SC)no1	11	1	4	-17	0.3	8	6	56*	-0.7
11	COC(=O)C1(CCSC)NC(c2ccccc2OC)C2C(=O)N(C)C(=O)C21 (centres undefined)	-10	-22	-7	8	1.1	-11	2	-5	0.0
12	Brc1ccc(-c2nc(-c3ccncc3)no2)o1	26	27	-1	·	-1.1	14	2	50*	-1.1
13	COC(=O)C1=C(N)Oc2cc(C)n(Cc3ccco3)c(=O)c2C1c1cccc(Cl)c1 (centres undefined)	68*	11	-12	-2	1.1	-9	10	0	-0.4
14	CCn1c(SCC(=O)NCc2ccc3c(c2)OCO3)nnc1-c1c[nH]c2ccccc12	5	3	8	·	-0.9	·	13	-9	-1.1
15	Oc1ccccc1-c1nc(N2CCN(Cc3ccccc3)CC2)c2ccccc2n1	14	-2	10	3	0.2	8	4	4	-1.1
16	CCOc1cc(S(=O)(=O)n2cc(-c3ccc(F)cc3)c(N)n2)cc(OCC)c1OCC	63*	-7	-1	·	-0.7	-2	8	-14	0.0
17	O=CNC(=O)c1ccccc1C(=O)O	7	1	-9	-4	-0.4	·	·	2	-2.2
18	Cc1ccc(NC(=O)c2cnn(-c3ccccc3)c2NC(=O)c2ccco2)cc1C	5	20	0	-1	0.1	-5	-7	4	-0.3
19	COC(=O)c1ccc2c(c1)S(=O)(=O)NC(=NCCCN1CCOCC1)S2	-18	-3	-12	·	1.8	15	-6	9	·
20	O=C1CCCc2nc(NCc3ccco3)ncc21	-1	-1	-9	-16	-0.4	0	2	-2	-0.6
21	O=C(NCc1cccnc1)C1CC(=O)N(c2ccc(F)cc2)C1 (centres undefined)	-11	28	3	·	-0.7	-2	0	-6	-0.1
22	O=C(c1cc(N2CCCCC2)nc2ccccc12)N1CCOCC1	1	11	-7	-10	0.6	·	·	2	-1.7
23	CN(C)c1ccc(NC(=O)Cn2c(=O)n(Cc3ccccc3)c(=O)c3ccccc32)cc1	0	-30	6	·	-0.7	8	3	-8	·
24	COc1ccc(CNCC(=O)Nc2cc(C)nn2-c2nc(C)cc(C)n2)cc1OC	-15	22	-2	·	1.6	8	2	13	·
25	CSc1nc(NCCOCCO)c2sc3nc(-c4ccco4)c4c(c3c2n1)CCC4	12	-2	-3	·	0.7	13	7	11	·

A portion from the list above, for reference:
#	structure	tolC growth inh	RORA act	HTR1E antagonist	S1P1 ag-PAM	5HT1E ag	AP complement	5-HT1A blocker	SF1 activator	S1P3 ag
1	CN(C)C(=O)N1CCC(C(=O)NCc2cccs2)CC1	-13	-4	-10	5	-0.2	-5	-3	6	-0.2
2	COc1ccc(C(=O)Cn2c(Br)nc3c2c(=O)n(C)c(=O)n3C)cc1	4	24	4	·	-0.7	2	2	7	·

(next part)
#	structure	tolC growth inh	RORA act	HTR1E antagonist	S1P1 ag-PAM	5HT1E ag	AP complement	5-HT1A blocker	SF1 activator	S1P3 ag
26	Cc1ccc(SCc2[nH]nc3c2C(c2ccco2)C(C#N)=C(N)O3)cc1 (centres undefined)	11	9	12	·	-1.7	-18	14	16	-0.4
27	O=C(Cn1cnc2c(nnn2-c2ccccc2)c1=O)NCCc1ccccc1	12	20	3	-5	0.3	12	6	-11	-0.5
28	Cc1nn(-c2ccc(F)cc2)c2sc(C(=O)OCC(=O)N3CCC(C)CC3)cc12	-7	-14	-9	-9	-0.4	-7	3	5	1.1
29	Cc1ccc(NC(=O)COC(=O)c2ccc3c(c2)NC(=O)C2CCCN32)cc1 (centres undefined)	19	-6	8	16	0.1	-7	-1	28	-0.7
30	O=C(c1ccc(S(=O)(=O)N2CCOCC2)cc1)N1CCc2ccccc2C1	20	22	3	·	0.5	6	-14	4	-0.7
31	O=C(COc1ccc(F)cc1Br)NCc1ccccn1	-15	5	-14	3	-1.5	5	-9	12	-1.0
32	COc1cccc(N2CCN(c3ncccn3)CC2)c1	6	27	17	9	4.9	23	-6	48	-1.5
33	C=CCSc1nc2c(c(=O)[nH]c(=O)n2C)n1CC	1	-29	5	-11	-0.4	-1	-5	9	-1.4
34	CC1CCCCC1NC(=O)CC1Oc2ccccc2NC1=O (centres undefined)	1	-3	5	3	-0.1	0	9	-5	0.1
35	CCOC(=O)c1nn(-c2ccccc2)c(=O)c(C#N)c1C	-11	-2	8	·	-0.2	6	-8	-13	·
36	N#Cc1cc(N)c(Nc2ccccc2)cc1C#N	12	-14	13	46	0.4	24	12	-29	-1.1
37	CC1=NOC2(C1)N(C)c1ccccc1C2(C)C (centres undefined)	-6	4	-3	·	-0.7	7	5	-7	·
38	CCCOc1ccc(/C(O)=C2\C(=O)C(=O)N(CCCN(C)C)C23C(=O)N(C)c2ccccc23)cc1 (centres undefined)	-17	-15	-6	-1	0.5	7	-10	-6	-1.3
39	COCCN1C(=O)C(O)=C(C(=O)c2ccco2)C1c1cccc(Oc2ccccc2)c1 (centres undefined)	56	-5	-15	-1	0.6	-4	2	26	1.0
40	CCC(=O)Nc1nc2ccccc2n1Cc1ccccc1C	8	-10	-8	-4	-0.2	·	·	4	-2.4
41	N#C/C(=N\O)c1nc(-c2ccccc2)cs1	22	11	-15	26	0.6	·	·	-4	-2.1
42	Cc1ccsc1C(=O)Nc1ccc(C(=O)O)cc1	-21	3	-4	·	-0.8	4	-16	1	·
43	COc1ccc(C(=O)Nc2ccc(S(=O)(=O)NCc3ccco3)cc2)cc1OC	-9	13	8	-5	-0.3	-11	14	-9	-0.2
44	Cn1c(SCC(=O)Nc2cccc(F)c2)nnc1-c1cc2ccccc2o1	10	-1	11	10	-1.6	10	6	-13	-1.0
45	COc1ccccc1Nc1nc(NCCO)c2ccccc2n1	16	5	-5	-11	-0.1	-20	19	-5	-0.8
46	CSCC[C@H](NC(=O)Nc1cccc(C(F)(F)F)c1)C(=O)O	-6	-31	-9	-16	-1.1	-11	8	0	-1.7
47	c1ccc(SCc2nc3ccccc3[nH]2)nc1	13	37	-4	13	-0.1	-20	·	35	0.3
48	COc1ccccc1NC(=O)Cc1csc(N)n1	-3	-8	4	4	-0.5	5	-6	-2	1.3
49	c1ccc(Cc2nn3c(-c4ccncc4)nnc3s2)cc1	1	-26	1	7	-0.8	13	2	-1	-0.5
50	CSc1c[n+]2c(n1C)CCC2	-9	-13	5	-10	0.1	13	-1	-17	-0.5
51	Cc1cccn2c(=O)c3cc(C#N)c(=NC(=O)c4ccncc4)n(CCCOC(C)C)c3nc12	25	25	-7	-3	3.1	-8	-18	-5	0.8
52	NC(=O)c1ccc(NC(=O)CCCc2nc(-c3ccccc3Cl)no2)cc1	-21	0	-10	1	0.8	12	-5	-22	-0.6
53	CSCC[C@H](NC(=O)NCc1ccccc1F)C(=O)O	-24	0	-4	-4	-0.7	22	-2	-5	-1.5
54	O=C(CSc1n[nH]c(-c2ccco2)n1)N1c2ccccc2Sc2ccccc21	73*	-12	37*	23	-1.4	-9	30	7	-0.4
55	COc1ccc(-c2nc(S(=O)(=O)c3ccc(C)cc3)c(N3CCCC3)o2)cc1	19	-6	3	-3	0.0	1	6	-18	-0.9
56	O=C(NCc1ccccn1)c1coc(=O)c(Br)c1	-4	-22	2	-1	-0.3	·	·	-2	-5.1
57	CCc1c(C)sc(NC(=O)c2cc(C3CC3)on2)c1C#N	9	1	-12	24	1.2	15	0	18	-0.4
58	COc1ccc(NC(=O)COc2nsnc2N2CCCCC2)cc1	8	1	3	16	-1.4	15	-12	4	-0.3
59	CC(C)C(=O)Nc1cccc(C(=O)NCc2ccc3c(c2)OCO3)c1	10	5	2	7	1.3	9	5	-3	-1.2
60	Cc1ccc(S(=O)(=O)Cc2cn3cccnc3n2)cc1	-8	-15	-10	-1	-0.9	22	1	2	-1.4

Copied from the list.
Result of entry 53 in AP complement: 22
Result of entry 54 in S1P1 ag-PAM: 23
